Screening results deposited in PubChem BioAssay by several laboratories.
Mtb RmlCD inh: inhibitors of Mycobacterium tuberculosis RmlC and RmlD coupled enzymes. 160,000 tested, 0.03% active. RmlC+RmlD coupled enzyme assay, percent inhibition; primary screen in compound mixtures. inhibition, % at 3.6 µM. P9WH09+P9WH11; in the data active = inhibition mostly above about 34%, no sharp cut-off; inconclusive = no clear call, values can overlap the other calls; inactive = mostly below about 22%; note: some results filed as inactive read as strong as hits
Target sequence (P9WH09 whole entry, looked up): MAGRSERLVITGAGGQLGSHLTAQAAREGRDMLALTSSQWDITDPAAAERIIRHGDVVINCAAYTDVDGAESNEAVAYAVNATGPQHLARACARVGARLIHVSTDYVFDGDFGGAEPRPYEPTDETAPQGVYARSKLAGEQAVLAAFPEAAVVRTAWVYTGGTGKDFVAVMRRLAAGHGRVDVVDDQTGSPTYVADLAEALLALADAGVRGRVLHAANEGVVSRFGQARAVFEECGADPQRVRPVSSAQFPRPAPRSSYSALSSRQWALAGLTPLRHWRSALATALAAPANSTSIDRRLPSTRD
Target sequence (P9WH11 whole entry, looked up): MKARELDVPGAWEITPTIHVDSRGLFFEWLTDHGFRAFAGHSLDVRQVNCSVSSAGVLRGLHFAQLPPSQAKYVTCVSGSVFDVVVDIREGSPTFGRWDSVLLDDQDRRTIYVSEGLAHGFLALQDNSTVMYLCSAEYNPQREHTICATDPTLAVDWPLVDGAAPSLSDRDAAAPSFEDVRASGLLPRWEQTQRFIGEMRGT
M. tuberculosis GlmU: inhibition of mycobacterial GlmU enzyme – biochemical, glucosamine-1-phosphate acetyltransferase (AID 1376); 220,000 tested, 0.25% active; inhibition, %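 (tested at 30 µM in the primary screen)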, or IC50 in µM where a hit was titrated; M. tuberculosis GlmU acetyltransferase enzyme assay; higher % means a stronger effect; in the data active = inhibition above about 13%; inconclusive = no clear call, values can overlap the other calls;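 note: 0% = complete reaction with vehicle and 100% = reaction without substrate; strong numbers were not always called active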
Starred values were filed as active, the others as inactive; ? = inconclusive; . = not tested or not shown; & = joins results of further samples. Only part of the results is shown, so the mix of outcomes need not match the whole.

Second line of a record: Mtb RmlCD inh	M. tuberculosis GlmU
c1ccc(Cn2c(-c3cccs3)nc3nc4ccccc4nc32)cc1
    -6.0	1.4%
COc1ccc(CSc2nc3ccccc3[nH]2)cc1
    .	1.7%
Cc1cc2cc(CN(CC3CCCO3)C(=S)Nc3ccccc3)c(=O)[nH]c2cc1C (centres undefined)
    0.0	9.1%
O=C(c1cc(S(=O)(=O)N2CCCCC2)ccc1F)N1CCC2(CC1)OCCO2
    -19.3	-1.7%
Cn1c(NCCCO)nc2c1c(=O)n(Cc1ccccc1F)c(=O)n2C
    -9.4	0.1%
CN(C(=O)CSc1nc(-c2ccccc2)c(-c2ccccc2)o1)C1CCS(=O)(=O)C1 (centres undefined)
    -9.3	6.8%
COc1ccccc1N1N=C(C(=O)c2ccccc2)C2C(=O)N(c3ccc(Br)cc3)C(=O)C21 (centres undefined)
    .	-2.1%
CCn1c(SCc2ccc(F)cc2)nnc1-c1nn(-c2ccccc2)ccc1=O
    .	-6.3%
O=C(CN1CCC(O)(c2ccc3c(c2)OCO3)CC1)N1CCOCC1
    .	0.2%
Cc1cc(C)nc(CCNC(=O)c2cc(COc3c(F)cccc3F)on2)n1
    .	3.0%
CCOC(=O)C1=C(C)NC(=O)CC1c1ccccc1OC (centres undefined)
    -10.6	1.5%
CC1COC(Cn2c3ccccc3c3ccccc32)O1 (centres undefined)
    -2.1	-1.5%
CC1(C)Cc2c(sc(NC(=O)C(C)(C)C)c2C#N)C(C)(C)N1
    .	0.0%
Cc1cc(C)cc(N(C(=O)c2nsc(Cl)c2Cl)C(C(=O)NC2CCCC2)c2ccc(O)cc2)c1 (centres undefined)
    .	1.6%
S=C(c1c[nH]c2ccccc12)N1CCOCC1
    -13.3	-0.1%
Cc1cc(C)c(NC(=O)/C(C#N)=C/c2ccc(OCc3ccc(F)cc3)cc2)c(C)c1
    12.2	0.6%
Cc1cccc(NC(=O)C2(C)CC3c4ccccc4C2c2ccccc23)c1C (centres undefined)
    -7.0	-1.7%
CCOc1ccc(C(C)NC(=S)NCc2ccc(Cl)cc2)cc1 (centres undefined)
    -15.9	4.2%
COc1ccc(N2C(S)=C(C#N)C(=O)NC23CCCCC3)cc1
    .	4.7%
COc1ccc(CC(=O)n2nc(-c3ccc(Cl)cc3)nc2NCc2ccco2)cc1
    7.2	5.0%
CC1(C)Cc2c(c(N3CCCC3)nc3sc4c(N5CCN(CCO)CC5)ncnc4c23)CO1
    2.2	.
Cc1ccc(NC(=O)c2cnccn2)c(OC(F)F)c1
    6.7	-4.9%
CCc1noc(C)c1C(=O)N1CC(C)OC(C)C1 (centres undefined)
    .	0.1%
COC(=O)C[N+](C)(C)CC#Cc1ccccc1
    7.4	1.5%
O=C(Nc1ccccc1C(F)(F)F)N1CCC(N2CCCCC2)CC1
    5.3	-1.6%
O=C(O)C1(c2ccccc2)CCN(S(=O)(=O)c2cccs2)CC1
    5.4	-2.4%
CN(C)CCNC(=O)/C(=N\O)c1ccccn1
    .	3.9%
CC(C)OCCCN1CN(S(=O)(=O)c2ccc(Cl)cc2)c2nc3ccccc3nc21
    .	2.3%
C/C(CC1CC(C)OC1=O)=N\NC(N)=S (centres undefined)
    -5.8	0.5%
Clc1ccccc1N=C1SCCS1
    7.6	-6.0%
CCOc1cc(CO)c(Br)cc1OCC(=O)O
    5.2	-3.6%
NC(=O)C1CCN(C(=O)CCC(=O)c2ccc(Br)cc2)CC1
    14.3	0.0%
Cc1cccc(N(CC(=O)NC2CCCC2)C(=O)CCCC(=O)Nc2ccccn2)c1
    -4.8	-3.7%
Cc1cc(C(=O)NC(CC(C)C)C(=O)O)cc(C)c1[N+](=O)[O-] (centres undefined)
    .	1.9%
Cc1ccc(C(C)C)c(OCC(=O)NN=C2CCCC2)c1
    6.1	3.1%
CCOC(=O)/C(=N\NC(=O)c1ccccc1)c1ccccc1
    .	0.3%
CN(C)CC(C)(C)CNS(=O)(=O)c1ccc(Cl)c(Cl)c1
    2.5&9.2	-0.6%&5.8%
O=C(Nc1ccc(-n2nncc2-c2ccco2)cc1)c1cccc(F)c1
    ?	.
COc1ccc(Cl)cc1NC(=O)CN(c1ccccc1)S(=O)(=O)N(C)C
    9.7	1.8%
CN(CCC#N)C(=O)CSc1nnc(-c2ccco2)n1N
    -16.0	10.7%
Nc1nc(-c2c(Cl)cccc2Cl)no1
    7.2	-0.5%
COC(=O)c1ccc(OCC(O)Cn2nnc3ccccc32)cc1 (centres undefined)
    2.4	-1.4%
CC(=O)c1cccc(NC(=O)Cn2cc3c(n2)CCCC3)c1
    -5.6	-5.7%
COc1cccc(CNCCc2ccccc2)c1OC
    11.0	-3.2%
Cn1c(=O)[nH]c(=O)c2c1nc(Br)n2C/C=N/NC(N)=S
    -0.2	0.6%
Cc1cc([N+](=O)[O-])cc2c1NC(=O)C2(O)N1CCCCCC1 (centres undefined)
    .	-4.6%
CCC(C)[C@H](NC(=O)NCC1CCCO1)C(=O)OC (some centres undefined)
    -1.8	-0.5%
O=C(O)C1CC(c2ccccc2)=NO1 (centres undefined)
    .	1.0%
Cc1ccc(NC(=O)c2ccc(CNc3c(N4CCC(C)CC4)c(=O)c3=O)cc2)cc1
    8.2	-0.8%
Cn1c(SCC#N)nnc1-c1cccnc1
    4.0	4.0%
Cc1cc(C)n(-c2nc(Nc3ccccc3C(F)(F)F)nc(-n3nc(C)cc3C)n2)n1
    .	7.2%
CCOC(=O)C1=C(N)Oc2c(c(=O)[nH]c3ccccc23)C1c1ccccc1 (centres undefined)
    .	12.0%
COc1ccc(Cl)cc1NC(=S)N(Cc1ccccc1C)CC1CCC(C(=O)O)CC1 (centres undefined)
    -7.1	3.1%
CCOC(=O)N1CCC(NC(=O)Cn2c3ccccc3c3cn[nH]c(=O)c32)CC1
    .	0.2%
CCOc1ncccc1C(=O)Nc1nnc(C(CC)CC)s1
    3.2	-5.3%
Cc1cc(C)n(-c2nnc(C)n2NC(=O)c2cccc(Cl)c2)n1
    .	1.9%
CN1CC(=O)N(CC(=O)Nc2ccc(F)cc2)c2ccccc2C1=O
    .	-1.4%
C=CCN1C(=O)/C(=C2/Sc3ccc(OC)cc3N2C)SC1=NCc1ccccc1
    5.5	-1.4%
CC(C)S(=O)(=O)c1csc(C(=O)Nc2ccc(F)cc2)c1N
    -12.3	0.5%
Cc1ccc(NC(=O)CSc2n[nH]c(-c3ccncc3)n2)cc1C
    5.4	-5.7%

The final five entries of the section before come first, to join the parts:
Second line of a record: Mtb RmlCD inh	M. tuberculosis GlmU
Cc1cc(C)n(-c2nnc(C)n2NC(=O)c2cccc(Cl)c2)n1
    .	1.9%
CN1CC(=O)N(CC(=O)Nc2ccc(F)cc2)c2ccccc2C1=O
    .	-1.4%
C=CCN1C(=O)/C(=C2/Sc3ccc(OC)cc3N2C)SC1=NCc1ccccc1
    5.5	-1.4%
CC(C)S(=O)(=O)c1csc(C(=O)Nc2ccc(F)cc2)c1N
    -12.3	0.5%
Cc1ccc(NC(=O)CSc2n[nH]c(-c3ccncc3)n2)cc1C
    5.4	-5.7%
O=C(CC12CC3CC(CC(C3)C1)C2)NC(=S)NCc1ccccc1
    45.7	1.9%
CCCc1ccc(OCc2ccc(C(=O)N3CCN(c4ccccn4)CC3)o2)c(OC)c1
    .	3.5%
Cc1cc(SCC(=O)O)nc2ccccc12
    -1.8&2.7	7.5%&0.9%
Cc1ccc2c(c1)[C@@H]1CN(C)CC[C@@H]1N2C(=O)Nc1cccc(C(F)(F)F)c1
    -7.1	-3.7%
Cc1ccc(N2C(=O)CC(Sc3ncn[nH]3)C2=O)cc1 (centres undefined)
    6.3	1.2%
Cc1ccc(C(=O)N/C(=C/c2ccco2)C(=O)Nc2cccc(C)c2)cc1
    .	3.3%
Cc1ccc2c(c1)c(C)c(C)n2CC(O)CN1CCOCC1 (centres undefined)
    .	-6.1%
CC(=O)C1C(c2ccc(F)c(F)c2)NC(=O)NC1(O)C(F)(F)F (centres undefined)
    .	3.3%
CC(=O)c1csc(CS(=O)(=O)c2ccccn2)n1
    3.8	-0.6%
Cn1c(CCNC(=O)c2ccccc2Cl)n[nH]c1=S
    3.3	4.0%
CC(=O)Nc1nc2ccccc2n1CCN1CCOCC1
    .	1.0%
O=C(NCCN1C(=O)S/C(=C\c2ccc(OC(F)F)cc2)C1=O)[C@@H]1CCCN1C(=O)c1cccs1
    36.6	-2.5%
CCOC(=O)Cn1nnnc1C(CC)N(Cc1cccs1)Cc1cc2ccc(OC)cc2[nH]c1=O (centres undefined)
    3.3	-4.6%
C=CCn1c(CNC(=O)c2ccccc2C)nnc1SCC(=O)NC1CCCC1
    .	7.4%
COc1ccc(NS(=O)(=O)c2cccc(Cl)c2)cc1S(=O)(=O)N1CCCCC1
    -14.6	3.0%
COc1ccc(OC)c(-c2cc(C(=O)NCc3ccc(Cl)cc3)no2)c1
    -11.6	7.8%
CCCNC(=O)c1onc(CSc2ccncc2)c1C(=O)NCCC
    5.2	3.4%
CCOC(=O)N1CCN(C(=S)Nc2ccc3nc(N4CCN(CC)CC4)cc(C)c3c2)CC1
    -16.9	-0.7%
CCOc1ccc(-c2nnn(CC(=O)NCCc3c[nH]c4ccccc34)n2)cc1
    8.0	1.7%
CCOC(=O)c1ccc(N2C(=O)C=CC2=O)cc1
    8.5	-3.2%
COc1ccccc1Nc1nc(C)cc(C)c1C(N)=O
    .	2.9%
O=C(Cn1ccsc1=NC(=O)c1ccco1)c1ccccc1
    -10.1	-4.2%
CN(CC(O)COc1ccc(S(=O)(=O)N2CCOCC2)cc1)C1CCCCC1 (centres undefined)
    36.5	2.3%
O=C(CC(Nc1ccccc1Cl)C(=O)O)c1ccccc1 (centres undefined)
    -11.7	3.2%
N#C/C(=C\c1ccccc1[N+](=O)[O-])C(=O)NCc1ccccc1
    0.0	4.1%
Cc1ccc(NC(=O)COC(=O)CN2CSCC2=O)cc1C
    4.6	-3.8%
COc1ccc(N2CCN(C(=S)Nc3cccc(C)c3)CC2)cc1
    3.4	4.5%
COc1ccc(N2C(=O)c3ccccc3NC2c2ccc(OC)c(Cn3nnc4ccccc43)c2)cc1 (centres undefined)
    12.7	1.7%
O=[N+]([O-])c1cccc(C(=S)N2CCN(c3ccccc3F)CC2)c1
    -8.8	0.1%
Cc1ccccc1CSCCC(=O)NCCC1=CCCCC1
    .	0.3%
Cc1ccc(NC(=O)/C(=C\c2cccc([N+](=O)[O-])c2)NC(=O)c2cccs2)cc1
    -10.3	.
CCCCC(CCC(=O)Nc1ccn(-c2ccccc2)n1)C(=O)O (centres undefined)
    5.1	1.6%
CS(=O)(=O)N1CCCC(C(=O)NCCCN2CCc3ccccc3C2)C1 (centres undefined)
    -12.9	3.3%
CCOC(=O)c1c(NCC2CCCO2)c2ccccc2[nH]c1=O (centres undefined)
    1.2	4.1%
CCOCc1nnc(NC(=O)c2c(OC)cccc2OC)s1
    11.5	-2.0%
Cc1ccc(S(=O)(=O)NC(C)(C)CSc2ncccn2)cc1
    -0.3	3.0%
COc1ccc(CCn2c(-c3cc([N+](=O)[O-])cc([N+](=O)[O-])c3)nc3nc4ccccc4nc32)cc1
    -1.0	3.9%
COCCNC(=S)NNc1ccc(Cl)c(C(=O)O)c1
    8.6	.
Cc1cc(C)nc(N/N=C/C=C/c2ccccc2)n1
    .	2.4%
COc1ccccc1C1CC(=O)Nc2cc3c(cc21)OCCO3 (centres undefined)
    20.6	0.8%
Cc1c(C(=O)OCC[N+]2(C)CCCCC2)oc2ccccc12
    -10.6	-0.4%
O=C(O)C(c1ccccc1)C1(O)CCCC1 (centres undefined)
    .	13.3%*
Cc1nn(CC(=O)NCCc2ccc(Cl)cc2Cl)c(C)c1[N+](=O)[O-]
    3.8	-7.2%
O=C(Cn1cnc2ccccc2c1=O)Nc1ccc(N2CCOCC2)cc1
    3.9	-5.9%
CCOC(=O)c1sc(NC(=O)CCCCl)nc1C
    4.9	5.3%
CCN(CC)c1ccc(NC(=O)COc2ccc(C#N)cc2)cc1S(=O)(=O)Nc1ccc(OC)cc1
    -0.3	-4.0%
c1ccc(COc2ccc(OCCCN3CCCC3)cc2)cc1
    .	-5.2%
Cc1ccc(CN2CCN(CCC(C)C)C(CCO)C2)s1 (centres undefined)
    -3.6	0.3%
COc1ccccc1NS(=O)(=O)c1cc(NC(=O)c2cnccn2)ccc1N1CCOCC1
    .	-3.6%
Cn1c(=O)c2c(ncn2CCCc2ccccc2)n(C)c1=O
    .	1.1%
Cc1ccc(C)c(NC(=O)CS(=O)(=O)c2cn(C)c3ccccc23)c1
    .	-4.3%
CC(/C=C/c1cccs1)=C\C(=O)O
    0.8	7.5%
COc1ccc(C(CCN(Cc2ccc(OC)c(OC)c2)C(=O)CCl)c2ccccc2)cc1 (centres undefined)
    61.2	0.0%
O=C(C1=C(O)C(=O)N(Cc2ccco2)C1c1ccccc1)c1cccs1 (centres undefined)
    6.5	-4.1%
Cc1cccc(C(C)(C)C)c1OCCCCN1CCCC1
    .	4.2%
CC(C)(C)c1ccc(/C=N/NC(=S)NC2CCCCC2)cc1
    .	5.9%
COC(=O)C(NNc1ccccc1)(NC(=O)c1ccc(F)cc1)C(F)(F)F (centres undefined)
    11.0	1.9%
O=c1c2ccccc2nnn1Cc1ccccc1
    .	-3.2%
